High-throughput results as filed in PubChem BioAssay.
Yfh1-depleted yeast: enhancers of respiration in Yfh1-depleted yeast, dose response, Friedreich's ataxia, plus single-dose screen (AID 1465). S. cerevisiae Yfh1-off respiration, WST-1 reduction, 72 h; higher fold induction means a stronger effect. fold induction at 50 µM, or EC50 in µM where a hit was titrated. 220,000 compounds, 0.074% hits;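 active means fold induction of absorbance versus untreated yeast above a set limit, then at least 30% activation at any dose in follow-up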;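 further: activators that raise dye reduction in frataxin-depleted yeast; strong numbers were not always called active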
NOD1 NF-kB reporter: NOD1 signaling inhibitors, primary screen, cell-based, luminescence, uHTS (AID 1578); NOD1-driven NF-kB luciferase reporter cells, luminescence; higher % means a stronger effect; one-dose inhibition, % at 4 µM; EC50 in µM for titrated hits; 290,000 compounds, 1% hits; in the data active means inhibition mostly above about 36%, no sharp cut-off; inactive means mostly below about 34%;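 further: HEK-293T reporter cells stimulated with the NOD1 agonist gamma-tri-DAP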
GPR55 beta-arrestin: GPR55 agonists via beta-arrestin recruitment, primary screen, imaging, U2OS cells, beta-arrestin-GFP redistribution (AID 1961); G-protein coupled receptor 55 (Homo sapiens); U2OS GPR55 beta-arrestin-GFP redistribution imaging; higher % means a stronger effect; activation, % at 10 µM; hits with a dose series show EC50 in µM; 290,000 compounds, 0.048% hits;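 active means activation above 40% with more than 50 cells counted in the well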;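 further: U2OS osteosarcoma cells stably expressing GPR55 and beta-arrestin-GFP; plate controls were DMSO negative control for no effect and LPI positive control for full effect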
KOR beta-arrestin-1: KOR agonists, beta-arrestin recruitment, primary screen, cell-based, luminescence, uHTS (AID 1777); 280,000 compounds, 0.02% hits; one-dose activation, % at 10 µM; EC50 in µM for titrated hits; KOR beta-arrestin recruitment, luminescence; higher % means a stronger effect; in the data active means activation above about 50%, passing the limit was not always enough; further: a part of the inactive calls stands beside numbers as strong as those of hits
KOR beta-arrestin-2: KOR antagonists, beta-arrestin recruitment, cell-based, luminescence, uHTS (AID 1778); inhibition, % at 10 µM; hits with a dose series show IC50 in µM; KOR beta-arrestin recruitment, luminescence, antagonist mode; higher % means a stronger effect; Kappa-type opioid receptor (Homo sapiens); 290,000 compounds, 0.091% hits; further: strong numbers were not always called active
NTR1 agonist: agonists of NTR1, primary screen, imaging, U2OS cells, beta-arrestin-GFP, high content (AID 493036). Neurotensin receptor type 1 (Homo sapiens), P30989. NTR1-U2OS beta-arrestin-GFP spot imaging, agonist mode. activation, % at 20 µM. 330,000 compounds, 0.17% hits;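 active means activation at or above 40% of the spot to cytoplasm intensity ratio, with at least 20 cells analyzed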;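 further: 0% = DMSO without peptide and 100% = 100 nM NTR1 peptide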
Target sequence (P30989 whole entry, looked up): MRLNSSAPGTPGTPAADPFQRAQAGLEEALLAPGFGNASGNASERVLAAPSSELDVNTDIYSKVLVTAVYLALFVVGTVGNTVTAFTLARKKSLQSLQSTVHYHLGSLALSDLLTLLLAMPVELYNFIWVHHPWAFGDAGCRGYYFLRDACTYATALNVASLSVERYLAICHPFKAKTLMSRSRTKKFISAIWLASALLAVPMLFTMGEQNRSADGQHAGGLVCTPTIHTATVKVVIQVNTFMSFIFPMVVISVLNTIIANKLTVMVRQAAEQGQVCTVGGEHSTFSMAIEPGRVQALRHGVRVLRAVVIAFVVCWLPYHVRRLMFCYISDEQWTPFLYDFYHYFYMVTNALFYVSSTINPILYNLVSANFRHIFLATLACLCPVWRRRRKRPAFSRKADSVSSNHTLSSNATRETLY
TNAP activation fold: human TNAP enzyme activators, primary screen, biochemical, luminescent, no phosphate acceptor, uHTS (AID 1001). Alkaline phosphatase, tissue-nonspecific isozyme (Homo sapiens). purified TNAP, luminescent activation assay, no phosphate acceptor; higher activation fold means a stronger effect. activation fold at 20 µM, or EC50 in µM where a hit was titrated. 200,000 compounds, 0.03% hits; in the data active means activation fold from about 3, or a potency from the dose series; inactive means the rest, 99 in 100 with activation fold below about 1.6; further: many of its hits are not listed in these tables
ER stress rescue: rescue of cells from ER stress-induced death, primary screen, 384-well, CSM14.1, thapsigargin, ATP luminescence (AID 1222); 190,000 tested, under 10 active; one-dose cellular ATP content (survival), % at 20 µM; EC50 in µM for titrated hits; CSM14.1 thapsigargin-induced death rescue, ATP luminescence; higher % means a stronger effect;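 active means EC50 below 50 µM in the dose-response confirmation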;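 further: death triggered by thapsigargin at about 15 µM added after 2 h compound pretreatment; cell ATP read after overnight thapsigargin exposure of roughly 18 to 22 hours; normalized against plate controls of thapsigargin alone and 5% DMSO vehicle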
HEK293 NOD2/NF-kB: NOD2 signaling inhibitors, cell-based, luminescence, uHTS, HEK293 (AID 1566) | HEK293 NOD2/NF-kB luciferase reporter, luminescence; higher % means a stronger effect | one-dose inhibition, % at 4 µM; EC50 in µM for titrated hits | 290,000 compounds, 0.63% hits; further: many of its hits are not listed in these tables
NTR1 agonist cell count 20 µM: also measured in NTR1 agonist; calls as there; cell count; measured here: cell count, cytotoxicity flag
Starred values were filed as active, the others as inactive; i = inactive; . = not tested or not shown; [ ] = another dose, or the depositor's remark. Unless noted, no stated cut-off is given here; in the data, active means inhibition above about 50%; inactive means the rest.

cpd	mol	Yfh1-depleted yeast	NOD1 NF-kB reporter	GPR55 beta-arrestin	KOR beta-arrestin-1	KOR beta-arrestin-2
1	CCCCC(NC(=O)c1ccccc1)C(=O)OCC(=O)N1c2ccccc2Sc2ccccc21 (configuration not stated)	i	4%	0.6%	1.6%	16%
2	NC(=O)c1cc2nc(-c3ccco3)cc(C(F)(F)F)n2n1	i	-33%	-0.4%	2.3%	-25%
3	O=C(Nc1ccc(Cl)cn1)c1ccc2c(Cl)c3c(nc2c1)CCC3	i	-1%	-0.1%	3.6%	-185%
4	COc1cc(/C=C(\C#N)C(N)=O)ccc1OCc1c(C)no[n+]1[O-]	i	16%	0.2%	.	0%
5	Cc1ccc(O)c(-c2cc(C(=O)NCc3ccncc3)[nH]n2)c1	i	8%	-0.3%	-0.5%	-13%
6	COc1ccc(OC)c(CNC(=O)c2cc(=O)[nH]c3ccc(S(=O)(=O)N4CCCC4)cc23)c1	i	-49%	-0.5%	-4.6%	-10%
7	Cc1ccc(C(C)C)c(OCC(=O)NN=C2CCCCCCC2)c1	i	-11%	0.0%	7.2%	31%
8	CN(C)S(=O)(=O)c1ccc(NC(=O)COc2ncnc3sccc23)cc1	i	-37%	-0.2%	-3.1%	2%
9	Cc1ccc(O)c(C2=Nc3ccccc3N=C(c3ccco3)C2)c1	i	-2%	-0.2%	-1.9%	18%
10	Cc1c(C)c2ccc(OS(C)(=O)=O)c(C)c2oc1=O	i	-13%	0.0%	0.6%	15%
11	CC(C)CCn1c(N2CCN(c3cccc(Cl)c3)CC2)nc2c1c(=O)[nH]c(=O)n2C	i	-16%	0.8%	-4.1%	17%
12	Cc1ccc(S(=O)(=O)/N=C2/NC(=O)/C(=C/c3cccnc3)S2)cc1	i	9%	0.2%	0.9%	-8%
13	CC(OC(=O)c1cc2sccc2n1C)C(=O)NCc1ccc(F)cc1 (configuration not stated)	i	-9%	0.2%	-6.4%	5%
14	COc1ccccc1C1NC(=O)NC(C)=C1C(=O)OCc1ccccc1 (configuration not stated)	.	-27%	0.0%	-3.8%	-17%[20 µM]
15	O=C(O)CCC(=O)N1CCN(c2ccc(C(=O)c3ccc(F)cc3)cc2)CC1	i	-18%	-0.1%	-1.0%	10%

cpd	NTR1 agonist	NTR1 agonist cell count 20 µM	TNAP activation fold	ER stress rescue	HEK293 NOD2/NF-kB
1	3.6	70	1.1	0.2%	4%
2	0.5	41	1	1.4%	-3%
3	1.1	61	.	.	-129%
4	0.1	66	.	.	-8%
5	-1.2	75	2	1.1%	6%
6	0.1	48	1.1	0.6%	8%
7	10	43	0.9	-0.7%	-12%
8	-0.8	55	1.2	-0.7%	13%
9	8.3	43	1	-2.0%	16%
10	0.4	71	1.1	-2.2%	9%
11	4.3	51	1.1	0.2%	23%
12	2.2	53	1	-1.4%	3%
13	-2.7	75	1.1	0.4%	-11%
14	-0.6	69	.	.	9%
15	-0.5	37	1.1	-2.2%	11%

Additional structures.
cpd	mol	Yfh1-depleted yeast	NOD1 NF-kB reporter	GPR55 beta-arrestin	KOR beta-arrestin-1	KOR beta-arrestin-2
16	CC(C)C1(CCNC(=O)c2cccs2)CCOC(C)(C)C1 (configuration not stated)	i	-2%	0.0%	.	6%
17	CC(C)Oc1cccc(-c2nnc(SCC(=O)Nc3ccc4c(c3)OCCO4)n2N)c1	i	12%	-0.2%	-1.0%	17%
18	Cc1cc(Br)ccc1NC(=O)CN1C(=S)NC(C)(C)CC1C (configuration not stated)	i	-8%	-0.1%	2.4%	-12%
19	CCN(CC)CCNC(=S)NC(=O)c1cn(-c2ccccc2)nc1-c1ccc(OC)cc1	i	-7%	0.1%	-5.5%	-1%
20	Fc1ccccc1Cn1cc(C(=S)N2CCOCC2)c2ccccc21	i	-12%	-0.3%	-4.2%	20%
21	CC(NC(=O)Nc1ccccc1)C(c1cccs1)N1CCOCC1 (configuration not stated)	i	5%	-0.4%	-2.6%	2%
22	COc1ccc(COc2ccccc2C(N)=O)cc1F	i	-42%	-0.2%	-0.3%	25%
23	CCOC(=O)c1c(C)c(C(=O)Nc2ccc3c(c2)OCO3)c(C)n1C	i	11%	-0.1%	-1.5%	-10%
24	CC(=O)NCC(=O)NNC1CC(=O)N(c2cccc(Cl)c2)C1=O (configuration not stated)	i	-6%	-0.3%	0.7%	16%
25	Cc1ccc(-n2nc(C)c(C3C(C#N)=C(N)OC4=C3C(=O)CCC4)c2Cl)cc1 (configuration not stated)	.	-5%	-0.2%	2.1%	-27%
26	CCN(CC)CCNS(=O)(=O)c1ccc(Cl)cc1	i	-4%	-0.1%	-7.3%	-23%
27	COc1cccc(NC(=O)CSc2nnc(NC(=O)C3CCC3)s2)c1	.	-12%	-0.2%	-4.3%	-56%
28	CCOC(=O)c1ccc(COC(=O)CNC(=O)CNC(=O)Cc2ccccc2)cc1	.	-36%	0.6%	-3.7%	15%
29	Cc1c(NS(=O)(=O)c2cccc(C(=O)NCc3ccc(Cl)cc3)c2)c(=O)n(-c2ccccc2)n1C	i	-3%	0.1%	-2.2%	-27%
30	CCOC(=O)c1[nH]c(C)c(/C(O)=C2\C(=O)C(=O)N(CCCN(C)C)C2c2cccnc2)c1C (configuration not stated)	i	-30%	-0.1%	-3.9%	-1%

cpd	NTR1 agonist	NTR1 agonist cell count 20 µM	TNAP activation fold	ER stress rescue	HEK293 NOD2/NF-kB
16	-0.2	57	.	.	12%
17	1.6	77	1.2	-1.0%	8%
18	-0.7	60	1.1	-0.4%	-2%
19	5.0	40	1.2	-1.3%	20%
20	4.3	52	.	.	12%
21	0.3	88	1.1	-1.6%	19%
22	-1.0	86	1	0.5%	-12%
23	-1.1	70	1.1	-1.3%	3%
24	-0.9	37	.	.	20%
25	.	.	1.1	2.7%	-8%
26	-2.0	69	1.1	-1.9%	12%
27	-1.0	51	.	.	-44%
28	-1.7	57	.	.	-6%
29	0.7	97	1.1	-1.4%	10%
30	0.4	38	1.2	2.4%	6%

Additional compounds follow:
cpd	mol	Yfh1-depleted yeast	NOD1 NF-kB reporter	GPR55 beta-arrestin	KOR beta-arrestin-1	KOR beta-arrestin-2
31	CC1=C(c2ccccc2)[N+](=O)C2(CCCCC2)N1[O-]	i	-26%	-0.2%	-3.8%	11%
32	CCOC(=O)C1CCCN(C(=O)CCC(=O)Nc2ccc3nc(N4CCOCC4)cc(C)c3c2)C1 (configuration not stated)	.	-57%	0.3%	3.9%	-35%
33	Cc1ccc(NCc2nc(SCC(=O)Nc3ccccc3)n[nH]2)cc1	.	5%	-0.1%	1.2%	-5%
34	O=C(c1ccc(Cl)cc1)C1CCN(C(=O)NC2CCCCC2)CC1	i	0%	0.6%	-1.6%	18%
35	CCOC(=O)c1cc(-c2ccccc2)nc2c1c(C)nn2-c1ccccn1	i	-58%	0.0%	-3.2%	-9%
36	Cc1nc2ncnn2c(C)c1CCC(=O)NCc1ccc2c(c1)OCO2	i	.	-0.3%	2.1%	-43%
37	COc1ccc(NC(=O)c2cc3c(CO)cnc(C)c3oc2=Nc2cccc(F)c2)c(OC)c1	.	-3%	0.4%	-4.5%	-8%
38	Cn1c(=O)c2c(-c3ccc(C(C)(C)C)cc3)n(N3CCOCC3)cc2n(C)c1=O	i	17%	-0.2%	0.5%	-57%
39	CC1CCC2C(=O)N(c3cccc(OS(=O)(=O)c4ccccc4)c3)C(=O)C2C1 (configuration not stated)	i	-18%	-0.2%	-2.2%	43%
40	O=C(Nc1cnc2ccccc2c1)C1COc2ccccc2O1 (configuration not stated)	i	-58%	0.0%	11%	12%
41	CCNC(=S)NNC(=O)c1csc(C(C)C)c1	i	18%	-0.2%	6.5%	-53%
42	CCOCCCNC(=O)C(NC(=O)c1ccc(NC(C)=O)cc1)c1ccccc1 (configuration not stated)	i	-18%	-0.4%	-4.1%	-13%
43	CC(=O)N1c2ccc(S(=O)(=O)N3CCC(C(=O)Nc4ncccc4C)CC3)cc2CC1C (configuration not stated)	.	0%	-0.1%	-2.4%	-7%
44	CC(C)c1ccc2[nH]c(O)c(N=NC(=O)c3ccc(CSc4nncn4C)cc3)c2c1	i	-16%	0.3%	-2.1%	12%
45	CCOC(=O)CSc1nc2ccc(Nc3nc(N4CCOCC4)nc(N4CCOCC4)n3)cc2s1	i	-19%	0.7%	-5.4%	16%

cpd	NTR1 agonist	NTR1 agonist cell count 20 µM	TNAP activation fold	ER stress rescue	HEK293 NOD2/NF-kB
31	-2.0	91	1.1	0.7%	-15%
32	2.1	75	1.1	-2.2%	-13%
33	2.0	68	.	.	-9%
34	0.4	82	1.1	-1.1%	19%
35	11	47	1.1	-0.4%	-9%
36	0.6	80	1.1	-1.0%	0%
37	2.4	95	.	.	21%
38	4.4	42	1.1	2.0%	7%
39	3.3	48	1.1	1.3%	8%
40	-1.1	59	1.1	2.2%	-56%
41	-1.3	92	2.5	-1.5%	4%
42	0.6	75	1.1	-2.9%	11%
43	-0.3	69	.	.	22%
44	0.7	62	0.9	-1.9%	14%
45	8.4	71	1	5.0%	18%

Next section
cpd	mol	Yfh1-depleted yeast	NOD1 NF-kB reporter	GPR55 beta-arrestin	KOR beta-arrestin-1	KOR beta-arrestin-2
46	COc1ccc([C@H]2[C@@H]3C=CCC[C@@]3(C)C(=O)N2Cc2ccccc2)cc1Cl	i	2%	-0.1%	0.8%	10%
47	Cc1ccc(S(=O)(=O)N2CCCC(C(=O)NC3CCCC3)C2)cc1Cl (configuration not stated)	.	22%	0.5%	-2.0%	7%
48	Cc1ccc(-n2cc(C(=O)O)c(=O)cc2C)c(C)c1	i	-26%	0.0%	-0.5%	1%
49	Cc1c(Cl)cnc(NC(=O)COC(=O)CCC(=O)c2cccs2)c1Cl	i	-2%	-0.3%	-2.3%	-12%
50	O=C(Nc1cn(-c2ccccc2)nc1-c1ccccc1)c1ccccc1	i	-46%	0.0%	2.1%	-18%

cpd	NTR1 agonist	NTR1 agonist cell count 20 µM	TNAP activation fold	ER stress rescue	HEK293 NOD2/NF-kB
46	-0.9	87	.	.	-1%
47	-0.6	34	.	.	25%
48	-0.9	82	1.2	-1.3%	-8%
49	.	.	1.1	2.5%	7%
50	-1.8	47	1.1	2.3%	-3%

2 entries drawn at random from the list so far, as already listed:
cpd	mol	Yfh1-depleted yeast	NOD1 NF-kB reporter	GPR55 beta-arrestin	KOR beta-arrestin-1	KOR beta-arrestin-2
47	Cc1ccc(S(=O)(=O)N2CCCC(C(=O)NC3CCCC3)C2)cc1Cl (configuration not stated)	.	22%	0.5%	-2.0%	7%
46	COc1ccc([C@H]2[C@@H]3C=CCC[C@@]3(C)C(=O)N2Cc2ccccc2)cc1Cl	i	2%	-0.1%	0.8%	10%

cpd	NTR1 agonist	NTR1 agonist cell count 20 µM	TNAP activation fold	ER stress rescue	HEK293 NOD2/NF-kB
47	-0.6	34	.	.	25%
46	-0.9	87	.	.	-1%

A portion of the library; count on the stated rates, not on these rows.
